Screening results (PubChem BioAssay)
MEP2 TOR yeast – modulators of MEP2-GFP levels in yeast, primary screen, S. cerevisiae, multiplex flow cytometry, MLPCN library | GFP response vs DMSO, % at 10 µM | AID 2016, 2009 | 0.51% of 330,000 active | S. cerevisiae MEP2-GFP strain, 3 h; 100% = DMSO control level;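 active = GFP response versus DMSO above a set limit, roughly screen mean plus 3 SD, cut at about 180% in these data; inconclusive = fewer than 70 cells counted for a yeast strain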;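 note: median GFP fluorescence of the barcode-gated MEP2-GFP cells per well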
JMJD2C inh – inhibitors of GASC-1 histone demethylase, primary screen, biochemical, fluorescence, DELFIA europium; Lysine-specific demethylase 4C (Homo sapiens), Q9H3R0; GST-JMJD2C(1-420) H3K9me3 demethylation; inhibition, % at 2.35 µM; 0.069% of 330,000 active; AID 2099, 2009;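 active = more than half of a compound's replicate wells show inhibition beyond 50%, single wells judged on their own value; inconclusive = some, but no more than half, of replicates pass 50% inhibition; inactive = no replicate passes 50% inhibition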;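 note: signal counts dimethyl H3K9 product captured on neutravidin plate; 0% = median of DMSO wells and 100% = 0.3 times that DMSO median; strong numbers were not always called active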
RPL19A TOR yeast – RPL19A-GFP expression modulators in yeast, primary screen, cell-based, S. cerevisiae, multiplex flow cytometry, MLPCN; S. cerevisiae RPL19A-GFP strain, 3 h; stronger effect = lower value; percent response vs DMSO, % at 10 µM; 0.3% of 330,000 active; AID 2025, 2009;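 active = percent response vs DMSO below 50%; inconclusive = fewer than 70 events counted for the yeast strain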;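 note: median channel GFP fluorescence of the barcoded RPL19A-GFP strain; ratio of sample median GFP to plate DMSO average so 100% = DMSO; lower means less RPL19A-GFP as with rapamycin TOR inhibition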
CR mimetic SO – reduction of superoxide in aged yeast, primary screen, HTS | S. cerevisiae aged cells, superoxide DHE fluorescence; stronger effect = lower value | superoxide response (% of plate mean), % at 10 µM | 0.18% of 330,000 active;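 active = superoxide response under a set limit, about three screen SD below normal, cut at about 65% in these data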;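 note: yeast aged for seven days with compound at 30 °C before DHE staining; 100% = average MFI of all compound-treated wells on the plate with controls excluded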
LAP4 TOR yeast – modulators of LAP4-GFP expression in yeast, primary screen, S. cerevisiae, multiplex flow cytometry, MLPCN library | GFP response vs DMSO, % at 10 µM | 3 h; median GFP as percent of DMSO wells | AID 2023, 2009 | 0.34% of 320,000 active;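 active = GFP response vs DMSO above a set limit, about the screen mean plus 3 SD, cut at about 150% in these data; inconclusive = under 70 cell events counted for the yeast strain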
procasp3 activ – activators of human procaspase-3 D3A mutant, primary screen, biochemical, absorbance, PC-3 D3A mutant, single concentration | 0.11% of 330,000 active | Caspase-3 (Homo sapiens), P42574 | recombinant procaspase-3 D3A, Ac-DEVD-pNA absorbance 405 nm | AID 463141, 2010 | activation, % at 8.5 µM;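 active = activation above the mean of all tested compounds plus 3 SD, cut at about 21% in these data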;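 note: 0% = DMSO alone and 100% = DMSO wells spiked with extra 5 µM PC-3 D3A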
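Evaluation: percent activation relative to control range; Material: Procaspase-3 D3A mutant, all three cleavage aspartates alanine; Compound: single dose, 8.5 µM nominal compound, 0.8% DMSO; Replication: one well per compound; Signal: absorbance at 405 nm, 0 and 120 min; Schedule: 1 h preincubation plus 2 h reaction at 25 °C.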
proCasp7 act – procaspase-7 activators, primary screen, counter-screen for procaspase-3 activator project, biochemical, absorbance, HTS, human; activation, % at 8.5 µM; Caspase-7 (Homo sapiens), P55210; 0.093% of 330,000 active; recombinant procaspase-7, Ac-DEVD-pNA absorbance 405 nm; D23A/D198A/D206A triple mutant, cannot self-cleave; scale: DMSO 0, 5 µM enzyme 100;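 active = percent activation above the screen-wide mean plus 3 SD, cut at about 25% in these data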
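Assay system: Uncleavable procaspase-7 mutant enzyme / Input: 2 µM procaspase-7 mutant as dispensed / Dosing: single nominal 8.5 µM compound dose, 0.8% DMSO final / Timing: 1 h enzyme–compound preincubation and 2 h substrate reaction, both 25 °C / Detection: p-Nitroaniline absorbance at 405 nm, read at 0 and 120 min / Replication: singlicate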
AHR activator – AHR activators, primary screen, cell-based, luminescence, luciferase reporter, human; activation, % at 5 µM; 2.5% of 320,000 active; AHR-responsive luciferase reporter cells; in the data active = activation above about 47%;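 note: 0% = vehicle wells and 100% = reference agonist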
Target sequence (P35869 whole entry, looked up): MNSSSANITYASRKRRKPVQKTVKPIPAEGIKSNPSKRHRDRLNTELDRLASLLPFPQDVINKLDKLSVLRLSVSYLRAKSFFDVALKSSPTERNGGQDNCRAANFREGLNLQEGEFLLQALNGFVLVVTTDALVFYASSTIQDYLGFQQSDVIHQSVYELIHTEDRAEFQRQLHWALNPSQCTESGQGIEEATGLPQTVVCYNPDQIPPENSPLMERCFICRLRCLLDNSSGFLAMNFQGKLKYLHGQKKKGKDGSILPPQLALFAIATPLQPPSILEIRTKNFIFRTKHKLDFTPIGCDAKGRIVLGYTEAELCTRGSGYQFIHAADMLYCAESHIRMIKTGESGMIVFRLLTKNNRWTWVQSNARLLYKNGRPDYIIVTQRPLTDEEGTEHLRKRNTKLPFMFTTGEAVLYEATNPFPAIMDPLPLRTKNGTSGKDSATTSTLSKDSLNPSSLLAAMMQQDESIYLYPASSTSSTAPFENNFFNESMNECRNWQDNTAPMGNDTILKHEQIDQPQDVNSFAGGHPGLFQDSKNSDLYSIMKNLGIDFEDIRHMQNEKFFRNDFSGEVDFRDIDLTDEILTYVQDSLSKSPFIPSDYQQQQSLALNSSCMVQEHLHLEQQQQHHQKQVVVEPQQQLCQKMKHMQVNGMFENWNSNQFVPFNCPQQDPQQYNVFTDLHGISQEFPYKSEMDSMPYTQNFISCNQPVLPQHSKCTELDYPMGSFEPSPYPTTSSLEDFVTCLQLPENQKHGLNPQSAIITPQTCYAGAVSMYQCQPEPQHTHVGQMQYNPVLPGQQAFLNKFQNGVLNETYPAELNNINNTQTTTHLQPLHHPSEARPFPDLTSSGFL
* = called active by the depositor; u = inconclusive; x = not tested or not shown. Compounds were not picked by outcome. About 3.8% of those tested had a hit in this group.

SMILES | MEP2 TOR yeast | JMJD2C inh | RPL19A TOR yeast | CR mimetic SO | LAP4 TOR yeast | procasp3 activ | proCasp7 act | AHR activator
CCOc1ncccc1C(=O)OCC(=O)Nc1ccc(C)c(S(=O)(=O)N(C)C)c1 | 93 | 4 | 101 | 105 | 94 | 3 | 11 | 0
O=C1CCCCCCCN1Cc1ccccc1 | 95 | -5 | 93 | 78 | 99 | 5 | -4 | 0
CCCNC(=O)c1cc(C)no1 | 101 | -17 | 104 | 118 | 104 | 5 | -5 | 2
CCn1cc(SCC(=O)Nc2cc(C)on2)c2ccccc21 | 101 | -5 | 93 | 110 | 103 | 0 | 6 | 3
CCc1cc(C=C(Cl)Cl)oc(=O)c1C | 93 | 9 | 94 | 97 | 101 | 8 | 6 | -2
CCN(CC(=O)NCc1ccc(F)cc1)C(=O)Cc1ccc(OC)cc1 | 95 | -10 | 91 | 88 | 92 | 4 | 3 | 2
COc1ccc(/C(N)=N/OC(=O)CCc2ccccc2)cc1 | 103 | 18 | 103 | 95 | 107 | 6 | 4 | 3
CCCc1ccc2oc(C(=O)N(C)Cc3nccs3)c(C)c2c1 | 87 | -3 | 103 | 111 | 97 | 2 | 4 | 43
Cc1ccccc1C(=O)Nc1ccnn1C1CCN(C(C)Cc2ccccc2F)CC1 (stereo not given) | 103 | -20 | 100 | 95 | 98 | -1 | 3 | 4
COc1cc(OC)c(C(=O)OCC(=O)c2cc(C)n(CC3CCCO3)c2C)cc1OC (stereo not given) | 106 | 23 | 100 | 91 | 105 | -3 | -4 | -2
Cc1ccc(NC(=O)c2ccc(Cl)cc2Cl)cc1O | 105 | 7 | 99 | 92 | 105 | 1 | 1 | 20
CC(C)C[C@@H](COc1ccccc1)N1CCN(CC(C)C)CCC1=O | 105 | 2 | 99 | 108 | 99 | 1 | -5 | 1
C#CCOCCOCCOCCNc1nc(N2CCN(C(=O)[C@H](CCC(=O)O)n3cc([C@@H](N)CCCCN)nn3)CC2)nc(N2CCN(C(=O)[C@H](CCCCN)n3cc([C@@H](N)CC(N)=O)nn3)CC2)n1 | 96 | x | 95 | 90 | 95 | 3 | 13 | -1
CCCc1ncc(C[n+]2ccccc2C)c(N)n1 | 99 | x | 101 | 102 | 98 | 0 | 7 | -3
CCOc1ccc(S(=O)(=O)Nc2cc(SCC(=O)O)c(O)c3ccccc23)cc1 | 108 | u | 100 | 123 | 101 | x | x | x

Compound profiles (already shown). Order of values: MEP2 TOR yeast | JMJD2C inh | RPL19A TOR yeast | CR mimetic SO | LAP4 TOR yeast | procasp3 activ | proCasp7 act | AHR activator
`CCCNC(=O)c1cc(C)no1` is listed with 101 | -17 | 104 | 118 | 104 | 5 | -5 | 2
`CCN(CC(=O)NCc1ccc(F)cc1)C(=O)Cc1ccc(OC)cc1` is listed with 95 | -10 | 91 | 88 | 92 | 4 | 3 | 2
`Cc1ccc(NC(=O)c2ccc(Cl)cc2Cl)cc1O` is listed with 105 | 7 | 99 | 92 | 105 | 1 | 1 | 20
`CCc1cc(C=C(Cl)Cl)oc(=O)c1C` is listed with 93 | 9 | 94 | 97 | 101 | 8 | 6 | -2
`Cc1ccccc1C(=O)Nc1ccnn1C1CCN(C(C)Cc2ccccc2F)CC1` (stereo not given) is listed with 103 | -20 | 100 | 95 | 98 | -1 | 3 | 4

(cont.)
SMILES | MEP2 TOR yeast | JMJD2C inh | RPL19A TOR yeast | CR mimetic SO | LAP4 TOR yeast | procasp3 activ | proCasp7 act | AHR activator
Cc1cn(C2CC(OC(=O)C(C)C)C(CO)O2)c(=O)[nH]c1=O (stereo not given) | 97 | 3 | 94 | 79 | 96 | 14 | -15 | 1
C[C@H](CO)NC(=O)[C@@H]1C[C@H]1[C@@H](NP(=O)(c1ccccc1)c1ccccc1)c1ccccc1 | 89 | -28 | 96 | 93 | 104 | -8 | 7 | 0
COc1ccc(N2CCN(C(=O)CCNS(=O)(=O)c3cc(Br)cnc3N)CC2)cc1 | 98 | 10 | 97 | 93 | 97 | 4 | -8 | 1
CCCNc1c(NS(=O)(=O)c2c(F)c(F)c(F)c(F)c2F)c(=O)oc2ccccc12 | 104 | 6 | 99 | 94 | 105 | 3 | -2 | 1
CCOC(=O)c1ccc(NCc2ccncc2)cc1 | 101 | 7 | 101 | 101 | 102 | 5 | 5 | 1
O=C(/C=C/c1ccco1)N(Cc1cccc(Cl)c1)C1CCS(=O)(=O)C1 (stereo not given) | 92 | -2 | 99 | 96 | 110 | -5 | 2 | -2
COc1ccc(C(=O)CSc2nnc(-c3ccco3)n2CC2CCCO2)cc1 (stereo not given) | 101 | 8 | 97 | 100 | 104 | -5 | 7 | -2
Clc1ccc(CN2CCN(c3ccccc3)CC2)cn1 | 106 | 12 | 97 | 112 | 103 | -6 | 6 | 2
CN(Cc1nc2c(s1)CCCC2)C(=O)CCc1nnc(-c2ccc3c(c2)OCO3)o1 | 103 | 2 | 99 | 121 | 106 | -9 | 7 | 7
CCn1c(SCC(=O)NCc2ccco2)nnc1C1CCCC1 | 106 | -3 | 105 | 88 | 102 | -1 | -1 | -1
C=CCN=C1CC(C)(C)C(C(=O)OC)C(O)=C1C(=O)CCC (stereo not given) | 95 | -16 | 93 | 106 | 91 | 4 | 7 | 0
c1ccc(C2(c3ccccc3)OCC(Cn3cncn3)O2)cc1 (stereo not given) | 107 | -6 | 96 | 108 | 96 | -2 | 2 | 5
Cc1cc(NC(=O)c2sc(Nc3cccc(C(F)(F)F)c3)nc2N)no1 | 100 | 7 | 98 | 115 | 105 | 1 | 8 | -6
COc1cccc(-c2sc3ccc(OC)cc3c2C#CC(C)(C)O)c1 | 94 | 0 | 101 | 100 | 107 | -3 | -9 | 14
Cc1cc(Cl)ccc1NC(=O)COC(=O)c1c(C)noc1C | 103 | 1 | 96 | 103 | 105 | -5 | 3 | 2
CCCNc1nc2c(c(=O)[nH]c(=O)n2C)n1Cc1cccc(Br)c1 | 107 | 5 | 97 | 91 | 99 | -2 | -11 | 4
O=C(CNC(=O)C1CCCCC1)NCCCO | 91 | 19 | 96 | 125 | 93 | 19 | 5 | -2
Cc1ccc2nc(C(O)C(O)c3nc4ccc(C)cc4[nH]3)[nH]c2c1 (stereo not given) | 103 | -12 | 100 | 106 | 99 | -6 | 2 | 32
COc1ccc(Cc2nc(-c3ccccc3)no2)cc1 | 94 | 1 | 98 | 121 | 113 | 13 | 6 | 4
Clc1ccccc1Nc1nc2ccccc2o1 | 93 | -1 | 93 | 143 | 95 | 2 | 11 | 16
O=C(Nc1cccc2ccccc12)C(=O)C1C(=O)Nc2ccccc21 (stereo not given) | 105 | 0 | 113 | 100 | 92 | -4 | -16 | 26
COc1ccc(OC)c(CNC(=O)C2CCN(C(=O)N(C)C)CC2)c1 | 105 | -2 | 101 | 125 | 99 | -8 | -4 | -1
COc1cc(C(C)=O)ccc1Oc1ncnc2c1cnn2-c1cccc(Cl)c1 | 105 | -2 | 98 | 91 | 98 | 8 | -2 | 0
CCOC(=O)c1c(C)[nH]c(C(=O)N/N=C\c2ccccc2Cl)c1C | 128 | 5 | 111 | 105 | 112 | 16 | -2 | 81*
COC(=O)CCCC(=O)N1CCCC(C(=O)c2ccc(-c3ccccc3)cc2)C1 (stereo not given) | 106 | -12 | 98 | 102 | 98 | -5 | 0 | 19
CN1CCN(c2nc3c(c(=O)n(C)c(=O)n3C)n2Cc2ccccc2Cl)CC1 | 107 | 0 | 107 | 100 | 86 | 10 | 3 | 0
COc1ccccc1N1CCN(C(=O)C(=O)c2cn(CC(=O)N3CCOCC3)c3ccccc23)CC1 | 110 | -3 | 102 | 86 | 101 | -5 | 3 | 1
O=C(C1=C[C@H](c2ccc(C(F)(F)F)cc2)C[C@H](OCc2ccc(CO)cc2)O1)N1CCOCC1 | 78 | 1 | 96 | 104 | 98 | 3 | -4 | 11
COc1ccc(OC)c(-c2cc(C(=O)Nc3sc4c(c3C#N)CCC(C)C4)c3ccccc3n2)c1 (stereo not given) | 109 | -3 | 104 | 122 | 109 | 1 | 10 | 4
CCCCCCCCC(=O)N/N=C/c1ccccn1 | 90 | 2 | 94 | 91 | 92 | 4 | -1 | 3
O=C(CCSCCc1ccccn1)Nc1cccc([N+](=O)[O-])c1 | 100 | -2 | 104 | 83 | 89 | 0 | -5 | 0
O=C(O)c1c[nH]c2cc(C(F)(F)F)ccc2c1=O | 112 | 4 | 102 | 84 | 96 | 6 | 11 | 3
O=c1[nH]n(-c2ccc(Cl)cc2)c(=O)c(Cl)c1Cl | 105 | -3 | 103 | 121 | 110 | 2 | -9 | 7
Cc1ccccc1-c1nc(CS(=O)CC(=O)NCc2ccccn2)c(C)o1 (stereo not given) | 101 | -9 | 99 | 97 | 120 | 3 | -8 | 2
COc1cccc(NC(=O)c2ccccc2-c2nc(-c3ccc(F)cc3)no2)c1 | 90 | 7 | 94 | 84 | 94 | -1 | 6 | 14
Cc1cccn2c(=O)c(/C=C3\SC(=S)NC3=O)c(NCCCN3CCOCC3)nc12 | 104 | -17 | 102 | 123 | 99 | -21 | -30 | 3

Arranged by count of non-hydrogen atoms (smallest number first): five of the compounds above
SMILES | MEP2 TOR yeast | JMJD2C inh | RPL19A TOR yeast | CR mimetic SO | LAP4 TOR yeast | procasp3 activ | proCasp7 act | AHR activator
O=C(O)c1c[nH]c2cc(C(F)(F)F)ccc2c1=O | 112 | 4 | 102 | 84 | 96 | 6 | 11 | 3
O=C(CCSCCc1ccccn1)Nc1cccc([N+](=O)[O-])c1 | 100 | -2 | 104 | 83 | 89 | 0 | -5 | 0
Cc1ccccc1-c1nc(CS(=O)CC(=O)NCc2ccccn2)c(C)o1 (stereo not given) | 101 | -9 | 99 | 97 | 120 | 3 | -8 | 2
Cc1cccn2c(=O)c(/C=C3\SC(=S)NC3=O)c(NCCCN3CCOCC3)nc12 | 104 | -17 | 102 | 123 | 99 | -21 | -30 | 3
COc1ccc(OC)c(-c2cc(C(=O)Nc3sc4c(c3C#N)CCC(C)C4)c3ccccc3n2)c1 (stereo not given) | 109 | -3 | 104 | 122 | 109 | 1 | 10 | 4
